# Bioassay records deposited in PubChem BioAssay by several laboratories.
# Bcl-B displacement: displacers of TR3 peptide from Bcl-B, primary screen, selectivity assay for Bfl-1 inhibitor project, biochemical, fluorescence polarization; FP displacement of FITC-TR3 peptide from Bcl-B; higher % means a stronger effect; displacement, % at 20 µM, or IC50 in µM where a hit was titrated; 96,000 tested, 0.11% active;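 active = displacement above 50% at 20 µM plus a fluorescence interference ratio under 1.5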;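 note: plate controls were wells without compound for no effect and wells lacking Bcl-B protein for full effect; a part of the inactive calls stands beside numbers as strong as those of hits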
# NFkB transloc inh: blocks IL-1B driven NFkB nuclear translocation in HUVEC cells; HUVEC IL-1B NFkB p65 nuclear translocation imaging; inhibition, % at 2 µM; 94,000 tested, 0.43% active; AID 796;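 active = inhibition above about 30% together with a positive call from visual inspection of the well image, limit read from the data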;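 note: nuclear over cytoplasmic p65 intensity ratio measured by imaging; 0% = IL-1B stimulated DMSO wells and 100% = unstimulated DMSO wells; values of inactives mirror those of a sister screen read the other way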
# PLAP inhibition: PLAP enzyme inhibitors, biochemical, luminescence, HTS (AID 690); 96,000 tested, 0.08% active; purified PLAP, luminescent substrate; higher % means a stronger effect; inhibition, % at 20 µM, or IC50 in µM where a hit was titrated; in the data active = a potency from the dose series; inactive = the rest, 99 in 100 with inhibition below about 30%; note: strong numbers were not always called active
# NFkB transloc pot: enhances IL-1B driven NFkB nuclear translocation | activation, % at 2 µM | HUVEC IL-1B NFkB p65 nuclear translocation imaging | 94,000 tested, 0.3% active;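 active = activation above 40%, about the mean plus 3 SD, also judged a hit on visual image review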;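 note: percent activation is computed from the nuclear over cytoplasmic p65 intensity ratio; values of inactives mirror those of a sister screen read the other way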
# MRP reversal: compounds reversing MRP-mediated drug resistance | H69AR cells + 2 uM doxorubicin, CellTiter-Glo, 72 h | differential viability (reversal), % at 10 µM | 85,000 tested, 0.04% active | AID 602;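 active = viability drop by adding the cancer drug above about 55%, with treated viability meeting a 40% cutoff, limit read from the data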;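 note: viability without doxorubicin minus viability with 2 µM doxorubicin for each compound; larger differential means the compound sensitizes cells more to doxorubicin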
# MRP reversal cytotoxicity: second read-out of MRP reversal, no call of its own (marks repeat the call); viability, %; H69AR cells, CellTiter-Glo, 72 h; measured here: cytotoxicity without doxorubicin
# MRP reversal with doxorubicin: also measured in MRP reversal; calls as there; viability, %; measured here: viability with 2 uM doxorubicin; active compounds read low
# NFkB transloc inh cell count 2 µM: also measured in NFkB transloc inh; calls as there; cell count; measured here: cells passing quality filter;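 raw number of nuclei counted in each imaged well without normalization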
# NFkB transloc pot cell count 2 µM: recorded beside NFkB transloc pot, whose call it bears; cell count; measured here: cells passing quality filter
# Active calls of the source: *; nt = no result given.
1: CCCCc1c(C)nn(-c2nnc3c4ccccc4n(CC)c3n2)c1C
2: CC(C)Cn1c(N)c(C(=O)COC(=O)c2ccncc2)c(=O)n(C)c1=O
3: Cc1onc(-c2c(Cl)cccc2Cl)c1C(=O)N1CCc2ccccc2C1
4: Cc1c(-n2cc(C(=O)c3ccccc3O)cc(C#N)c2=O)c(=O)n(-c2ccccc2)n1C
5: Cc1ccc(CNC(=O)CC2C(=O)Nc3c2c(=O)n(C)c(=O)n3Cc2ccccc2)cc1 (stereo not drawn)
6: O=c1nc(N2CCCCC2)nc2n1CCO2
7: O=C(c1ccco1)N1CCN(C(c2cccs2)c2nnnn2C2CCCCC2)CC1 (stereo not drawn)
8: Cn1c(C(=O)Nc2ccc3c(c2)OCO3)cc2c(=O)n(C)c3ccccc3c21

assay / entry	1	2	3	4	5	6	7	8
Bcl-B displacement	-7%	-9%	2%	11%	-5%	-2%	2%	-3%
NFkB transloc inh	4	-13	2	-4	-10	-10	5	nt
NFkB transloc inh cell count 2 µM	64	69	157	150	164	154	111	nt
PLAP inhibition	-25%	-20%	-20%	-11%	-26%	-3%	-69%	-22%
NFkB transloc pot	-4	13	-2	5	10	10	-5	nt
NFkB transloc pot cell count 2 µM	64	69	157	150	164	154	111	nt
MRP reversal	-18	2	13	23	10	2	14	-3
MRP reversal cytotoxicity	64	95	81	98	83	94	86	31
MRP reversal with doxorubicin	82	93	68	75	73	92	72	33

9: O=C(COC(=O)Cn1c(C(F)(F)F)nc2ccccc21)Nc1ccc2c(c1)OCCO2
10: CCn1c(=O)c(C(=O)CN2CCCc3ccccc32)c(N)n(Cc2ccccc2)c1=O
11: CCC(C)C(=O)Nc1nc(-c2ccc3c(c2)NC(=O)CO3)cs1 (stereo not drawn)
12: O=C(Nc1cccnc1)c1cccc(NC(=O)c2ccco2)c1
13: O=C(CCNC(=O)c1ccc(Br)o1)NCc1ccccc1Cl
14: COC(=O)C(C(=O)Nc1ccc(OC)cc1)C1CCCCCC1 (stereo not drawn)
15: Cc1ccc(S(=O)(=O)Cn2nnnc2CN2CCCC3(CCCCC3)C2)cc1
16: CCCCN(CC)c1nc(N)c(C#N)c(CC#N)c1C#N

assay / entry	9	10	11	12	13	14	15	16
Bcl-B displacement	0%	-96%	1%	1%	3%	1%	-35%	-169%
NFkB transloc inh	17	nt	11	-8	12	-13	-4	-23
NFkB transloc inh cell count 2 µM	60	nt	151	164	155	48	94	176
PLAP inhibition	12%	-49%	10%	-5%	nt	10%	-18%	-41%
NFkB transloc pot	-17	nt	-11	8	-12	13	4	23
NFkB transloc pot cell count 2 µM	60	nt	151	164	155	48	94	176
MRP reversal	-3	-13	-32	-3	17	-19	16	3
MRP reversal cytotoxicity	91	50	46	85	110	21	94	89
MRP reversal with doxorubicin	94	62	78	88	93	40	78	86

17: Oc1ccccc1CN1CCCN(Cc2ccccc2O)C1
18: CCOC(=O)C1CCCN(c2c(N3CCN(c4ccccn4)CC3)c(=O)c2=O)C1 (stereo not drawn)
19: FC(F)(F)c1nnc2ccc(N3CCCCCC3)nn12
20: COc1ccc(C2Nc3ccccc3C(=O)N2c2ccccc2)cc1COc1ccccn1 (stereo not drawn)
21: Cc1ccc(S(=O)(=O)/N=S(\C)CC2CC2(Cl)Cl)cc1 (stereo not drawn)
22: COc1ccccc1OCCOc1ccc(/C=N/n2cnnc2)cc1
23: Nc1nc(SCc2ccccc2Cl)nc2nc3c(cc12)CCCC3
24: COc1cccc(NS(=O)(=O)c2ccc(NC(C)=O)cc2)c1

assay / entry	17	18	19	20	21	22	23	24
Bcl-B displacement	-8%	-2%	0%	-17%	-9%	-3%	0%	0%
NFkB transloc inh	-17	nt	7	-6	-4	-22	5	12
NFkB transloc inh cell count 2 µM	95	nt	106	123	184	203	130	163
PLAP inhibition	-30%	-11%	16%	-12%	-27%	1%	9%	-5%
NFkB transloc pot	17	nt	-7	6	4	22	-5	-12
NFkB transloc pot cell count 2 µM	95	nt	106	123	184	203	130	163
MRP reversal	-2	12	2	nt	9	-6	nt	3
MRP reversal cytotoxicity	88	93	89	nt	101	81	nt	96
MRP reversal with doxorubicin	90	81	87	nt	91	87	nt	93

25: O=C1CN(Cc2ccccc2)C(=NCc2ccco2)S1
26: Cc1ccc(S(=O)(=O)N[C@@H](C)C(=O)N2CCC(C(=O)N3CCC[C@H]3C(=O)O)CC2)cc1
27: COc1cccc(C(=O)N2CCN(c3ncccn3)CC2)c1
28: CN(Cc1ccccc1)Cc1nc2c(c(=O)n(C)c(=O)n2C)n1Cc1ccc(F)cc1
29: CC(O)(C#CCN1CCOCC1)c1ccccc1 (stereo not drawn)
30: CCCCCCOc1ccc(C(CC(=O)O)C(N)=O)cc1 (stereo not drawn)
31: CC(=O)Nc1cccc(C(=O)OCc2ccc(C(=O)Oc3ccc(Cl)cc3)cc2)c1
32: N#Cc1ccc(C(=O)Nc2ccc(N3CCN(C(=O)c4ccco4)CC3)cc2)c(F)c1

assay / entry	25	26	27	28	29	30	31	32
Bcl-B displacement	2%	-8%	2%	-1%	-7%	-8%	-10%	-4%
NFkB transloc inh	1	3	-10	-2	-27	-1	2	-1
NFkB transloc inh cell count 2 µM	146	165	109	102	129	84	124	177
PLAP inhibition	-12%	-1%	-10%	-54%	-26%	-12%	-8%	16%
NFkB transloc pot	-1	-3	10	1	27	1	-2	1
NFkB transloc pot cell count 2 µM	146	165	109	102	129	84	124	177
MRP reversal	10	-2	-3	-4	-12	-3	nt	2
MRP reversal cytotoxicity	93	96	95	68	87	83	nt	87
MRP reversal with doxorubicin	83	98	98	72	99	86	nt	85

33: O=C(CCN1C(=O)c2ccccc2C1=O)Nc1ccccn1
34: Cc1ccc(NC(=O)CN(c2ccccc2F)S(C)(=O)=O)cc1
35: COc1ccc(CNC2CC(=O)N(C)C2=O)cc1 (stereo not drawn)
36: CC1CCCCC12NC(=O)N(CC(=O)NC(=O)Nc1ccc3c(c1)OCCO3)C2=O (stereo not drawn)
37: CC(C)(C)C(=O)NC1(C(F)(F)F)N=C2SCCN2C1=O (stereo not drawn)
38: Cn1c(=O)c2c(nc(SCCOc3ccc4ccc(=O)oc4c3)n2C)n(C)c1=O
39: CCOC(=O)C1CCN(C(=O)CN2C(=O)C(CC)Oc3ccccc32)CC1 (stereo not drawn)
40: CCOC(=O)Nc1nc(C)c(C(=O)c2ccc(Cl)cc2)s1

assay / entry	33	34	35	36	37	38	39	40
Bcl-B displacement	-7%	-7%	4%	-9%	nt	-5%	0%	0%
NFkB transloc inh	-7	6	nt	-16	-4	nt	nt	-1
NFkB transloc inh cell count 2 µM	129	105	nt	160	163	nt	nt	147
PLAP inhibition	-6%	4%	-10%	2%	nt	-13%	2%	-12%
NFkB transloc pot	7	-6	nt	16	4	nt	nt	1
NFkB transloc pot cell count 2 µM	129	105	nt	160	163	nt	nt	147
MRP reversal	-4	4	1	nt	17	1	-7	nt
MRP reversal cytotoxicity	97	87	96	nt	104	89	83	nt
MRP reversal with doxorubicin	101	83	95	nt	87	88	90	nt

41: O=C(NCc1ccccn1)C1CC(=O)N(C2CCCC2)C1 (stereo not drawn)
42: CCn1c(=S)sc2c(=O)[nH]c(C)nc21
43: Fc1cccc(Cl)c1CSc1nnnn1-c1ccc2c(c1)OCO2
44: Cc1ccc2c(Cl)cc(Cl)c(OCC(=O)Nc3cc(C)on3)c2n1
45: CCn1c(Cc2ccccc2)nnc1SCC(=O)Nc1ccc2c(c1)OCO2
46: COCCCNC(=O)Nc1ccc(F)cc1F
47: COC(=O)c1cc(Cl)c(NC(=O)c2cc3ccccc3o2)cc1OC
48: COc1cc(CNCC(C)C)c(Br)cc1OCC(=O)NCc1ccccc1

assay / entry	41	42	43	44	45	46	47	48
Bcl-B displacement	nt	-5%	-15%	1%	4%	-9%	-29%	nt
NFkB transloc inh	20	-5	-8	1	-19	-21	11	18
NFkB transloc inh cell count 2 µM	173	168	169	125	152	115	112	100
PLAP inhibition	nt	-2%	23%	7%	-34%	6%	-50%	nt
NFkB transloc pot	-20	5	8	-1	19	21	-11	-18
NFkB transloc pot cell count 2 µM	173	168	169	125	152	115	112	100
MRP reversal	2	-4	-33	nt	-2	-9	nt	15
MRP reversal cytotoxicity	92	97	15	nt	80	104	nt	91
MRP reversal with doxorubicin	91	101	48	nt	83	112	nt	75

# Along the list, as entered above.
# MRP reversal cytotoxicity, entries 41–48, in order: 92, 97, 15, nt, 80, 104, nt, 91
# NFkB transloc pot, entries 41–48, in order: -20, 5, 8, -1, 19, 21, -11, -18

# Next section.
49: O=C(NCc1ccco1)c1ccc2c(=O)n(Cc3ccco3)c(SCC(=O)N3CCCC3)nc2c1
50: CC1CN(C(=O)CSc2nc(-c3ccc(F)cc3)cs2)CC(C)O1 (stereo not drawn)
51: COc1ccc(OC)c(C2=NOC(C(=O)NCC3CCCO3)C2)c1 (stereo not drawn)
52: Cn1c(=O)[nH]c(=O)c2c1nc(CN1CCOCC1)n2Cc1ccccc1
53: Cc1ccc(S(=O)(=O)N(C)c2ccc(C(=O)N3CCCCC3)cc2)cc1
54: Cc1c(C(=O)NCc2cccs2)oc2ccc(S(=O)(=O)N3CCOCC3)cc12
55: O=[N+]([O-])c1ccc(Cl)c(/C=N/n2c(C3CCCCC3)n[nH]c2=S)c1
56: CCCc1ccc2c(N)c(C#N)sc2n1

assay / entry	49	50	51	52	53	54	55	56
Bcl-B displacement	8%	-6%	8%	-2%	-10%	1%	7%	13%
NFkB transloc inh	8	-12	-18	-3	6	nt	4	-22
NFkB transloc inh cell count 2 µM	124	63	137	166	165	nt	107	107
PLAP inhibition	-26%	0%	-2%	0%	-114%	5%	-48%	23%
NFkB transloc pot	-8	12	18	3	-6	nt	-4	22
NFkB transloc pot cell count 2 µM	124	63	137	166	165	nt	107	107
MRP reversal	11	12	-8	-8	1	23	nt	20
MRP reversal cytotoxicity	96	87	101	84	85	77	nt	98
MRP reversal with doxorubicin	85	75	109	92	84	54	nt	79

57: CC1=C(C)CC(C(=O)NCC(=O)c2ccccc2)C(C(=O)O)C1 (stereo not drawn)
58: COc1cccc(N(CC(=O)NCCSc2ccc(Cl)cc2)S(C)(=O)=O)c1
59: CCCCc1ccc(-c2nc(-c3ccncc3)no2)cc1
60: COC(=O)c1ccc(NS(=O)(=O)c2cc(C)ccc2OC)cc1
61: O=C(COc1cccc2ccccc12)Nc1nc2ccccc2[nH]1
62: O=C(Nc1ccncc1)c1c(F)cccc1F
63: COCc1cc(=O)n2[nH]c(C)nc2n1
64: O=C(COc1cccc2ccccc12)NNC(=O)c1cccs1
65: Cn1c(C(=O)N2CCC(C(=O)N3CCN(Cc4ccc5c(c4)OCO5)CC3)CC2)cc2sccc21
66: COC(=O)c1cc(Cc2ccc(N)c(C(=O)OC)c2)ccc1N
67: N#CC1=C(SCc2ccc(C#N)cc2)N=C(N)C(c2nc(-c3ccccc3)cs2)C12CCCCC2 (stereo not drawn)

assay / entry	57	58	59	60	61	62	63	64	65	66	67
Bcl-B displacement	-4%	4%	-18%	-3%	6%	0%	-2%	5%	-4%	5%	-96%
NFkB transloc inh	-8	2	nt	5	-3	-11	nt	-2	nt	-1	19
NFkB transloc inh cell count 2 µM	137	138	nt	59	182	166	nt	131	nt	195	138
PLAP inhibition	-62%	-8%	7%	7%	-45%	5%	4%	-24%	-63%	-23%	-2%
NFkB transloc pot	8	-2	nt	-5	3	11	nt	2	nt	1	-19
NFkB transloc pot cell count 2 µM	137	138	nt	59	182	166	nt	131	nt	195	138
MRP reversal	7	6	10	-5	-13	0	2	nt	-13	-10	-13
MRP reversal cytotoxicity	104	108	103	98	64	97	91	nt	80	77	57
MRP reversal with doxorubicin	96	102	93	103	77	97	89	nt	93	87	70

# Part of the list above in order of SMILES length, lowest first:
61: O=C(COc1cccc2ccccc12)Nc1nc2ccccc2[nH]1
11: CCC(C)C(=O)Nc1nc(-c2ccc3c(c2)NC(=O)CO3)cs1 (stereo not drawn)
36: CC1CCCCC12NC(=O)N(CC(=O)NC(=O)Nc1ccc3c(c1)OCCO3)C2=O (stereo not drawn)

assay / entry	61	11	36
Bcl-B displacement	6%	1%	-9%
NFkB transloc inh	-3	11	-16
NFkB transloc inh cell count 2 µM	182	151	160
PLAP inhibition	-45%	10%	2%
NFkB transloc pot	3	-11	16
NFkB transloc pot cell count 2 µM	182	151	160
MRP reversal	-13	-32	nt
MRP reversal cytotoxicity	64	46	nt
MRP reversal with doxorubicin	77	78	nt

# Not all compounds are listed. The share of hits here may be higher or lower than overall.
